ADAM10 inh: ADAM10 inhibition, QFRET primary screen; O14672; recombinant ADAM10, EDANS/DABCYL FRET peptide cleavage, 3 h; inhibition, % at 7 µM; actives 0.62% (n = 370,000); AID 720582;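 active = inhibition above a per-campaign cutoff equal to the mean of compounds falling between control-based bounds plus 3 SD, cut at about 20% in these data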;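 also: 0% = DMSO wells while the 100% control is not disclosed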
Tn7 DDE FP: inhibitors of Tn7 peptide binding to human fibrin DD(E); FP displacement of FITC-Tn7 peptide from fibrin DD(E); 0% = median of compound wells per plate; inhibition, % at 8.3 µM; actives 0.13% (n = 370,000); AID 720508;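 active = inhibition above the mean of compounds falling within the control limits plus 3 SD of them, cut at about 14% in these data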;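 also: 0% = plate median of compound wells and 100% = 10 µM Aha-Tn7 peptide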
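Also added: labelled Tn7 tracer, 0.1 µM; Assay system: human fibrin DD(E) protein; Amount: 2 µM fibrin DD(E); Schedule: 10 min compound pre-incubation, 3 h probe incubation at room temperature; Repeats: one replicate per compound; Read-out basis: percent inhibition; Measured by: fluorescence polarization of the labelled Tn7 tracer.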
ARFGAP1 inhibitor: rat ARFGAP1 inhibition; inhibition, % at 16.5 µM; Arfgap1-stimulated ARF1 GTP hydrolysis, GDP FP detection; actives 0.26% (n = 360,000); AID 651572; Q62848;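 active = inhibition above a per-plate limit, mean inhibition of low control wells plus 3 SD, cut at about 25% in these data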;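 also: 0% = DMSO wells with enzyme and 100% = wells lacking Arfgap1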
Target sequence (Q62848 1-136 limits assumed): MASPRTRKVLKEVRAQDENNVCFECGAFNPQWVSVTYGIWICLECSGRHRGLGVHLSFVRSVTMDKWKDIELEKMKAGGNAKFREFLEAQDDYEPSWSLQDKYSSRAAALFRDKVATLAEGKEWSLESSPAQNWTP
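material = rat Arfgap1 catalytic domain, aa 1-136 | also added = human ARF1(Δ1-17)-GTP substrate | compound dosing = one concentration, 16.5 µM, DMSO 1.26% | times = GTP hydrolysis reaction 2 h at 25 °C | measured by = FP, GDP Alexa 633 tracer displaced from anti-GDP antibody, 620/688 nm | evaluation = percent inhibition of Arfgap1-stimulated GTP hydrolysis | replication = single well per compound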
LEDGF integ inh: blocks HIV-1 LEDGF/p75-dependent DNA integration | TR-FRET IN-LEDGF/p75 DNA integration, Eu/Cy5 | inhibition, % at 3.7 µM | AID 743269 | actives 0.64% (n = 370,000);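 active = inhibition above the screen-wide mean plus 3 SD, cut at about 13% in these data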;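 also: signal is the Cy5 over europium emission ratio at 671 and 618 nm; 0% = plate median of compound wells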
ADAM17 inh: inhibitors of human ADAM17. P78536. recombinant ADAM17, EDANS/DABCYL FRET peptide cleavage. inhibition, % at 6.95 µM. actives 0.83% (n = 370,000). AID 720648;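 active = inhibition above the mean of compounds lying between control limits plus 3 SD, set per campaign, cut at about 8.5% in these data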;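 also: 0% = DMSO-only wells as the low control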
Target sequence (P78536 215-824 limits assumed): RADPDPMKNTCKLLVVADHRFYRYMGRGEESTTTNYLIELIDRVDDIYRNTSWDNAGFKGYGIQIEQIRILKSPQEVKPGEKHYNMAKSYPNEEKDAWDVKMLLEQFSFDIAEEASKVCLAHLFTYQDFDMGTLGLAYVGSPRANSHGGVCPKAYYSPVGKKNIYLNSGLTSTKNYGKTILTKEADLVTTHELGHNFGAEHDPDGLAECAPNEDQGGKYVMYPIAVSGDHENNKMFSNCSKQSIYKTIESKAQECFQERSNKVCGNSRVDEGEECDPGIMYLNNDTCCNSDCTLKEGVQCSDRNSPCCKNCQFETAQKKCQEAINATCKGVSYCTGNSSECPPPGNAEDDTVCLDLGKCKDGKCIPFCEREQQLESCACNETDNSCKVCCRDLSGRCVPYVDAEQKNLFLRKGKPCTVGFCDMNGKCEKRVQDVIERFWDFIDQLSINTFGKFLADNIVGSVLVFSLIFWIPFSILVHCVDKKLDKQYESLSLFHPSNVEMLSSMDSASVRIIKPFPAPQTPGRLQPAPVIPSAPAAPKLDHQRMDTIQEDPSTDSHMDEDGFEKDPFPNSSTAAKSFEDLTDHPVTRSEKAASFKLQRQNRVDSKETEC
DDE Tn6 FP inh: disrupts Tn6 cyclic peptide binding to fibrin D-Dimer-E complex; inhibition, % at 8.3 µM; P02675; actives 0.21% (n = 370,000); AID 720509; Fibrin DD(E) TRITC-Tn6 fluorescence polarization displacement;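 active = inhibition above a per-campaign cutoff: mean of compounds within control limits plus 3 SD, cut at about 15% in these data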;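 also: 0% = median of all compound wells on the plate and 100% = blocking peptide control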
PLC-gamma1 inh: PLC-gamma1 (human) inhibition, primary screen. P19174. purified PLC-gamma1, fluorogenic substrate, fluorescence. inhibition, % at 12.2 µM. actives 0.84% (n = 370,000). AID 720700; in the data active = inhibition above about 9.5%
ASAP1 inh: inhibitors of human ASAP1 ArfGAP activity; ASAP1-stimulated ARF1 GTP hydrolysis, GDP FP detection; inhibition, % at 16.5 µM; actives 0.19% (n = 360,000); AID 624377; in the data active = inhibition above about 25%;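 also: 0% = vehicle with enzyme and substrate and 100% = no enzyme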
TDP2 inh: blocks human TDP2 phosphodiesterase activity. O95551. recombinant TDP2, T5PNP hydrolysis, p-nitrophenol absorbance 415 nm. inhibition, % at 12.8 µM. actives 0.34% (n = 370,000). AID 720702;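 active = inhibition above the mean of all tested compounds plus 3 SD, set per campaign, cut at about 25% in these data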;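 also: 0% = DMSO with enzyme and 100% = buffer with substrate but no TDP2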
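Evaluation: % inhibition relative to enzyme-containing and enzyme-free wells. Material: recombinant human TDP2. Benchmarks: enzyme-free and DMSO wells. Timing: enzyme reaction with compound for 2 h at 37 °C. Compound dosing: 12.8 µM only. Measured by: p-Nitrophenol epi absorbance. Reagent: T5PNP substrate at 5 mM, a TopII-DNA adduct mimic. Replication: single well per compound.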
proKLK7 act: proKLK7 (human) activation, primary screen | actives 0.9% (n = 370,000) | P49862 | AID 652039 | activation, % at 7 µM | purified proKLK7, EDANS-DABCYL substrate fluorescence; 100% is mature enzyme control, 0% vehicle;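 active = activation above the mean of all tested compounds plus 3 SD, computed per campaign excluding outliers beyond control limits, cut at about 13% in these data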
Target sequence (P49862 whole entry, looked up): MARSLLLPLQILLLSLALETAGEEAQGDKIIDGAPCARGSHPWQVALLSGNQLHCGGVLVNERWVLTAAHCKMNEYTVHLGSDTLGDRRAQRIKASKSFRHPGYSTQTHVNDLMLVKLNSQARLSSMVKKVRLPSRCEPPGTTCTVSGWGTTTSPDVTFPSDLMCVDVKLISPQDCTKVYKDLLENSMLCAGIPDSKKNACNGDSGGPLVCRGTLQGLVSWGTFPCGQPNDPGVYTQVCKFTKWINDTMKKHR
An asterisk follows results filed as active; i = inactive; x = not tested or not shown. No enrichment for hits; any-hit rate near 4.2%.

1	CC(=O)c1c(C)[nH]c(C(=O)OCC(=O)NCCC(C)C)c1C
2	Oc1cc(O)cc(C=Cc2ccc(O)c(O)c2)c1
3	COc1cc(CNCCc2c[nH]c3ccccc23)ccc1OCc1ccccc1F
4	CC(C)(C)NCCOc1ccc2ccccc2c1
5	O=[N+]([O-])c1cccc(-n2nnnc2CNCc2ccccc2)c1
6	C[C@H](CO)N1C[C@H](C)[C@@H](CN(C)C(=O)Nc2ccc(C(F)(F)F)cc2)Oc2ccc(NC(=O)Cc3ccccc3)cc2C1=O

screen / no.	1	2	3	4	5	6
ADAM10 inh	2	-140	-11	-5	-1	16
TDP2 inh	3	-11	3	-7	9	-15
LEDGF integ inh	0	51*	-4	0	0	0
DDE Tn6 FP inh	2	-12	2	-3	5	-9
ADAM17 inh	3	-48	-2	-3	-2	16*
ASAP1 inh	15	5	-8	12	2	-13
PLC-gamma1 inh	1	-300	-1	4	1	3
proKLK7 act	0.9	-135	0.0	0.1	0.3	0.8
ARFGAP1 inhibitor	4	-5	-7	-3	-16	19
Tn7 DDE FP	-3	-7	3	9	-1	-1

7	COc1ccc(NC(=O)CN2C(=O)c3ccccc3Sc3ccc(C(=O)N4CCOCC4)cc32)c(OC)c1
8	CCC[C@H]1CN(c2ccccc2)C(=O)[C@@H]1CC(=O)Nc1ccccc1
9	CCOCCCn1c(=N)c(C(=O)NCCN2CCOCC2)cc2c(=O)n3cccc(C)c3nc21
10	CC(C)c1ccc2[nH]c3c(c2c1)[C@@H]1CCN2C(=O)CCC[C@H](C3)[C@H]12
11	NNC(=O)c1ccc(CSc2cccc3cccnc23)cc1
12	COc1ccc(Cc2n[nH]c(=O)c3ccccc23)cc1OC

screen / no.	7	8	9	10	11	12
ADAM10 inh	7	-6	i	-7	-303	8
TDP2 inh	-22	-7	-2	3	0	-13
LEDGF integ inh	2	2	-4	-2	4	-1
DDE Tn6 FP inh	-2	1	-5	-6	-4	-8
ADAM17 inh	0	-2	-434	-3	-114	5
ASAP1 inh	9	-4	-9	-11	-13	-10
PLC-gamma1 inh	4	2	-257	-13	-123	8
proKLK7 act	-0.5	0.2	45*	6.0	13*	0.5
ARFGAP1 inhibitor	15	2	2	0	6	-10
Tn7 DDE FP	-1	1	-2	-8	-1	-4

13	O=C(Nc1cccnc1)c1cc(-c2ccc(Cl)cc2)on1
14	COc1ccc(OC)c(CNC(=O)Cc2c(C(=O)O)[nH]c3ccccc23)c1
15	CC(NCCOc1ccccc1F)C(=O)Nc1ccc(S(N)(=O)=O)cc1 (stereo unspecified)
16	Cc1cc(-c2ccc(N3CCOCC3)cc2)nc2ccccc12
17	CC1=C(C(N)=O)C(c2ccccc2[N+](=O)[O-])n2ncnc2N1 (stereo unspecified)
18	O=C(COc1ccccc1)N1CCN(C(=O)c2ccco2)CC1

screen / no.	13	14	15	16	17	18
ADAM10 inh	-7	-2	-7	i	-40	-9
TDP2 inh	1	6	2	6	5	4
LEDGF integ inh	2	-1	-3	-1	2	4
DDE Tn6 FP inh	2	-5	-2	-3	-3	-7
ADAM17 inh	-5	-1	-2	-107	-17	-4
ASAP1 inh	6	3	-6	11	-8	-3
PLC-gamma1 inh	0	-1	-1	i	-19	0
proKLK7 act	-0.5	0.1	0.1	-2.8	-0.6	0.8
ARFGAP1 inhibitor	11	10	3	1	-7	-13
Tn7 DDE FP	1	3	-1	-2	4	-5

19	CCN(C(=O)CCNC(=O)Cn1cnc2ccccc2c1=O)c1ccccc1F
20	CN(C)CCCNS(=O)(=O)c1ccc(N2CCN(Cc3ccc4c(c3)OCO4)CC2)c([N+](=O)[O-])c1
21	COc1ccc(NC(=O)CN(C)C(=O)c2cn(-c3ccccc3)nc2-c2ccc(Cl)cc2)cc1
22	Brc1cnc2nc[nH]c2c1
23	CCC(C(=O)Nc1ccccc1N1CCCC1)c1cccc(OC)c1 (stereo unspecified)
24	CC1CCN(CC(=O)Nc2ccc(C(=O)N3CCCCC3)cc2)CC1

screen / no.	19	20	21	22	23	24
ADAM10 inh	6	6	20*	-4	1	-1
TDP2 inh	4	17	2	4	7	5
LEDGF integ inh	-4	1	0	-5	-2	0
DDE Tn6 FP inh	2	1	0	3	0	-1
ADAM17 inh	-2	1	10*	-4	1	-3
ASAP1 inh	2	6	1	-1	x	-3
PLC-gamma1 inh	-2	1	3	1	-4	0
proKLK7 act	-1.2	0.2	-0.2	0.2	-0.1	0.1
ARFGAP1 inhibitor	-9	-1	27*	7	x	-2
Tn7 DDE FP	5	1	7	8	4	5

25	Cc1c(-c2ccccn2)c(=O)[nH]n1-c1ccc(F)cc1
26	C[C@H](NC(=O)c1cccc([N+](=O)[O-])c1)C(=O)OCC(=O)c1ccccc1Br
27	CCS(=O)(=O)Nc1ccc(C2=NN(C(C)=O)C(c3cccs3)C2)cc1 (stereo unspecified)
28	COc1ccc(NC(=O)c2cc(-c3ccc(F)cc3OC)n[nH]2)c(C)c1
29	CCOC(=O)c1c(C)n(OCc2ccccc2)c2ccc3c(no[n+]3[O-])c12
30	CC(Oc1ccc(C#N)cc1)C(=O)NC1CCCC1 (stereo unspecified)

screen / no.	25	26	27	28	29	30
ADAM10 inh	-2	-5	i	-3	-4	-3
TDP2 inh	4	7	13	-2	-2	-4
LEDGF integ inh	-1	-4	1	-3	-4	-1
DDE Tn6 FP inh	5	1	-4	0	4	5
ADAM17 inh	0	-3	i	-3	0	0
ASAP1 inh	-11	-6	7	4	-8	-11
PLC-gamma1 inh	4	2	-147	1	0	-2
proKLK7 act	0.0	-0.1	-139	0.2	-0.1	0.3
ARFGAP1 inhibitor	2	-15	10	-6	-6	3
Tn7 DDE FP	-3	-2	2	3	-4	4

Random excerpt: 3 records from the list.
28	COc1ccc(NC(=O)c2cc(-c3ccc(F)cc3OC)n[nH]2)c(C)c1
27	CCS(=O)(=O)Nc1ccc(C2=NN(C(C)=O)C(c3cccs3)C2)cc1 (stereo unspecified)
26	C[C@H](NC(=O)c1cccc([N+](=O)[O-])c1)C(=O)OCC(=O)c1ccccc1Br

screen / no.	28	27	26
ADAM10 inh	-3	i	-5
TDP2 inh	-2	13	7
LEDGF integ inh	-3	1	-4
DDE Tn6 FP inh	0	-4	1
ADAM17 inh	-3	i	-3
ASAP1 inh	4	7	-6
PLC-gamma1 inh	1	-147	2
proKLK7 act	0.2	-139	-0.1
ARFGAP1 inhibitor	-6	10	-15
Tn7 DDE FP	3	2	-2

Following part:
31	O=C1CS/C(=N/N=C2C3CC4CC(C3)CC2C4)N1
32	COc1ccc(C(=O)/C=C/Nc2ccc(NC(C)=O)cc2)cc1OC
33	O=C(CCCN1C(=O)CCC1=O)Nc1ccccc1F
34	Cc1ccc(S(=O)(=O)N[C@@H](Cc2ccccc2)C(=O)CCl)cc1
35	O=C(N/N=C/c1coc2ccccc2c1=O)c1cc(Br)c(O)c(Br)c1
36	O=C(C=Cc1ccco1)c1ccc([N+](=O)[O-])cc1

screen / no.	31	32	33	34	35	36
ADAM10 inh	-12	2	2	1	1	-4
TDP2 inh	5	1	7	10	-3	1
LEDGF integ inh	-2	-1	-2	4	0	10
DDE Tn6 FP inh	9	-4	1	-10	-2	-8
ADAM17 inh	-3	-4	-4	-5	-1	-1
ASAP1 inh	-4	5	8	13	-8	8
PLC-gamma1 inh	-6	-66	-1	-1	-4	3
proKLK7 act	-0.8	0.3	-0.3	0.0	1.7	-0.1
ARFGAP1 inhibitor	-1	-4	2	-1	2	-12
Tn7 DDE FP	1	1	-1	5	-2	-4

37	CCC(=O)N[C@H]1CC[C@@H](CCn2cc(C3CC3)nn2)O[C@@H]1CO
38	O=C(O)CCNS(=O)(=O)c1ccc(Oc2ccccc2Cl)cc1
39	O=C1COc2ccc(C(=O)COC(=O)c3c(F)cccc3Cl)cc2N1
40	CCc1nnc(NC(=O)CSc2nnc(Cc3ccc(OC)cc3)o2)s1
41	Cc1nc([N+](=O)[O-])cn1CC(O)c1ccc(-c2ccccc2)cc1 (stereo unspecified)
42	COC(=O)CN1C(c2cccc(Cl)c2)=Nc2ccc(Cl)cc2C1c1ccccc1 (stereo unspecified)

screen / no.	37	38	39	40	41	42
ADAM10 inh	0	6	-12	0	6	21*
TDP2 inh	-7	-5	0	5	6	-11
LEDGF integ inh	7	1	-1	0	4	9
DDE Tn6 FP inh	7	1	1	3	-5	3
ADAM17 inh	0	-1	-4	0	-3	16*
ASAP1 inh	9	-4	-7	-6	0	-1
PLC-gamma1 inh	5	1	-1	0	1	-8
proKLK7 act	-0.1	0.1	-0.1	0.3	0.1	1.1
ARFGAP1 inhibitor	-2	3	-3	-1	2	-8
Tn7 DDE FP	-4	-5	7	2	1	-3

Some entries already given, reduced to Tn7 DDE FP and ARFGAP1 inhibitor:
nr | compound | Tn7 DDE FP | ARFGAP1 inhibitor
39 | O=C1COc2ccc(C(=O)COC(=O)c3c(F)cccc3Cl)cc2N1 | 7 | -3
38 | O=C(O)CCNS(=O)(=O)c1ccc(Oc2ccccc2Cl)cc1 | -5 | 3

(cont.)
43	CCOC(=O)c1cc(-c2ccco2)nn1-c1ccc(C)cc1
44	CC1CCN(c2ccc(S(=O)(=O)N3CCC(C)CC3)cc2N)CC1
45	CCOc1nc(Nc2ccccc2)nc(OCC)n1
46	CCOc1ccc(N(CC)C(=O)c2nn(-c3ccc(OC)cc3)c(=O)c3c2c2ccccc2n3C)cc1

screen / no.	43	44	45	46
ADAM10 inh	-1	10	13	-2
TDP2 inh	-9	-10	-19	5
LEDGF integ inh	-2	3	24*	-4
DDE Tn6 FP inh	0	-9	-7	2
ADAM17 inh	0	2	5	0
ASAP1 inh	-2	2	4	-2
PLC-gamma1 inh	-7	1	8	1
proKLK7 act	0.1	-0.6	0.0	-0.4
ARFGAP1 inhibitor	7	-5	-7	10
Tn7 DDE FP	-2	-1	-1	-1

Screens as filed in PubChem.
